# DTT redox prof: compounds producing H2O2 with reducing agent – biochemical, NIH compound library profiling, artefact control for MLSCN library redox annotation, primary screen | DTT-dependent redox cycling H2O2, phenol red/HRP absorbance; 100% = 100 µM peroxide control, 0% = buffer | activation, % at 10 µM | 200,000 compounds, 0.03% hits | AID 878;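 active = activation of at least 50% relative to the plate's high and low controls in the primary single-dose screen; inactive = activation below 50%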;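 note: compound incubated with DTT at 0.8 mM final as the reducing agent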
# S1P3 antagonist: antagonists of human S1P3 receptor; Q99500; CHO S1P3 NFAT-BLA reporter, FRET fluorescence, antagonist mode; inhibition, % at 4.98 µM; 170,000 compounds, 0.27% hits; AID 485;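 active = inhibition above the plate cutoff, the mean inhibition of test wells on that plate plus 3 SD, cut at about 28% in these data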;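 note: cells challenged with S1P at its EC80 of 0.8 µM; blue over green emission ratio from cleaved BLA substrate after 4 h stimulation; 0% = S1P-stimulated wells and 100% = unstimulated DMSO-only wells; some compounds past the cut are filed as inactive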
# Diaph inh CS: counter-screen for diaphorase-based assays: diaphorase inhibitors and chemical oxidizers; diaphorase resazurin-to-resorufin fluorescence, NADH, 16 min; bacterial (C. kluyveri) enzyme, not human; inhibition, % at 20 µM; 190,000 compounds, 0.69% hits; AID 1217;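 active = primary screen inhibition at 20 µM above a set limit, cut at about 50% in these data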;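 note: plate controls were DMSO with full reaction for no effect and wells lacking NADH for full effect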
#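 Benchmarks: positive control wells lacking NADH, neutral wells with DMSO only. System: bacterial diaphorase enzyme (C. kluyveri). Input: 0.14 U/mL diaphorase, enzyme working solution. Detection: resorufin fluorescence, excitation 544 nm, emission 590 nm. Times: 16-min room-temperature incubation before reading.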
# TLR4-MyD88 BLA: blocks binding of human TLR4 to MyD88; inhibition, % at 8.4 µM; HeLa CL3-4 TLR4/MyD88 BLA complementation, FRET ratio; 200,000 compounds, 0.18% hits; in the data active = inhibition above about 25%;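 note: 0% = vehicle and 100% = reference inhibitor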
# Target sequence (O00206 whole entry, looked up): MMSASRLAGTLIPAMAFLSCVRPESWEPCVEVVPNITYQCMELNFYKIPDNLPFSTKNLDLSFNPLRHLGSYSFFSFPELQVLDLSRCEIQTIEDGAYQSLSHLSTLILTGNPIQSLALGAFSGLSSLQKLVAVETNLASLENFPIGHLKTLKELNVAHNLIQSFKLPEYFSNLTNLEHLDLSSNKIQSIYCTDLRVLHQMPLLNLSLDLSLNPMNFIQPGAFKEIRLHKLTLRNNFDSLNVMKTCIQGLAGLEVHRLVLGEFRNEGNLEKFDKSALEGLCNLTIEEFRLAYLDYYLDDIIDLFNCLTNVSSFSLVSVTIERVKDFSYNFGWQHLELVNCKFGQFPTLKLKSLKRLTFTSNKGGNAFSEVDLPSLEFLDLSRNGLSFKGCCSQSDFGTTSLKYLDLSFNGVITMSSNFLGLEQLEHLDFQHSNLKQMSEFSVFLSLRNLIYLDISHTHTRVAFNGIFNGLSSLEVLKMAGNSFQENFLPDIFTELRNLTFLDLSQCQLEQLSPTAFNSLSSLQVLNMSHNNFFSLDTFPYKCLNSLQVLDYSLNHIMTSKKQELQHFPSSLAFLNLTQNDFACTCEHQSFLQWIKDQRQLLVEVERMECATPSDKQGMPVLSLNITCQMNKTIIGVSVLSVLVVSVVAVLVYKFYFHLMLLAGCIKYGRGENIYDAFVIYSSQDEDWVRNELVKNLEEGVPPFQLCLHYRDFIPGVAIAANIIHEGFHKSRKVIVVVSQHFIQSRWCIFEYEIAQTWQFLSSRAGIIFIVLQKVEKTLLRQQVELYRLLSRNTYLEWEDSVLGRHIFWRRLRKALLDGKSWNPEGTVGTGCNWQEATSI
# Target sequence (Q99836 whole entry, looked up): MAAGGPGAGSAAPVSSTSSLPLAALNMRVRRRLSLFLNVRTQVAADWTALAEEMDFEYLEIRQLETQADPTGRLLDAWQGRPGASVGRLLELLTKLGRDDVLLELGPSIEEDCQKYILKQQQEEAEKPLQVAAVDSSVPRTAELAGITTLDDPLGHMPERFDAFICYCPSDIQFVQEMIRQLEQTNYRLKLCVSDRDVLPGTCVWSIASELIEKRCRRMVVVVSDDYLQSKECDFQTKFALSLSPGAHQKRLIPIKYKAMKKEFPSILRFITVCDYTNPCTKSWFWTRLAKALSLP
# PMI act hi M6P: activators of human phosphomannose isomerase at near-saturating mannose 6-phosphate | activation factor at 20 µM | coupled PMI enzyme assay, resazurin fluorescence, 20 min; active compounds read high; 1 = untreated enzyme, 0 = substrate-free blank | 190,000 compounds, 0.34% hits;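 active = activation factor of 2 or more at 20 µM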
#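 Material: human phosphomannose isomerase with PGI, G6PDH, diaphorase coupling enzymes; amount: PMI at 15 ng/mL final; also added: Mannose-6-phosphate 1.0 mM (near-saturating) plus 0.22 mM NADP+; incubation: enzyme reaction with compound 20 min at room temperature; signal: resorufin fluorescence (Ex 544/Em 590 nm) from resazurin via diaphorase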
# RAM network inh: yeast RAM network inhibition. inhibition, % at 50 µM. S. cerevisiae dse1pr::URA3 reporter, 5-FOA growth OD615, 2 d; analog-sensitive cbk1-as2 kinase mutant strain. 190,000 compounds, 1.8% hits;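 active = inhibition above a set limit, 3 SD over mean compound inhibition, cut at about 8.4% in these data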;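 note: 0% = DMSO-only wells with no growth and 100% = 10 µM 1-NA-PP1 full growth; inhibition rescues growth on 5-FOA so higher OD means more RAM inhibition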
# G6PDH CS: L. mesenteroides G6PDH inhibition counter-screen | inhibition, % at 5 µM | Purified L. mesenteroides G6PDH, diaphorase/resazurin coupled fluorescence, 45 min | 200,000 compounds, 0.12% hits | AID 1020
# PMI activator: increases human mannose-6-phosphate isomerase activity | purified human PMI, coupled resazurin fluorescence, 20 min; active compounds read high; 1 = vehicle control, 0 substrate-free wells | 190,000 compounds, 0.005% hits | activation factor at 20 µM;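 active = activation factor of 2 or more at 20 µM, relative to plate controls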
# Lmaj promast: inhibitors of Leishmania major promastigote growth. Leishmania major promastigotes, resazurin fluorescence viability. inhibition, % at 10 µM. 200,000 compounds, 9% hits. AID 1063;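 note: promastigotes grown with compound for 44 hours at 28 °C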
# Hsp70 act: Hsp70 transcriptional activation, primary screen; activation, % at 10 µM; 200,000 compounds, 0.04% hits; HeLa Hsp70 promoter luciferase reporter, luminescence; scaled: vehicle 0, proteasome-inhibitor control 100%;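 active = activation above the mean across all tested compounds plus 3 SD, cutoff set per campaign, cut at about 5.5% in these data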;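 note: 100% = MG132 at 30 µM as the positive control and 0% = DMSO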
# Diaph act CS: diaphorase activation or chemical reduction counter-screen | AID 1229 | 190,000 compounds, 0.005% hits | activation factor at 20 µM | Diaphorase/resazurin coupled assay, resorufin fluorescence, 16 min; active compounds read high; 1 = vehicle wells, 0 = NADH-free wells;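 active = diaphorase activity raised at least twofold by the compound at 20 µM; inactive = activation factor below 2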
#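 Material: Purified diaphorase enzyme from Clostridium kluyveri | Buffer or medium: 50 mM HEPES pH 7.4 with 4.542 mM MgCl2, 0.005% Tween 20 | Times: 16 min enzyme reaction, ambient temperature | Signal: Red resorufin fluorescence at 544/590 nm excitation/emission | Measure: Increased resorufin signal from activators or reducing compounds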
# * hit, by the source's call; x = not tested or not shown. Cut-off read from the data, not from the text of the source, unless noted: active = inhibition above about 50%; inactive = the rest. Hits appear at their usual frequency, and some 12% of all compounds hit somewhere here.
SMILES,DTT redox prof,S1P3 antagonist,Diaph inh CS,TLR4-MyD88 BLA,PMI act hi M6P,RAM network inh,G6PDH CS,PMI activator,Lmaj promast,Hsp70 act,Diaph act CS
CC(C)(C)NC(=O)NC(=O)COC(=O)Cc1coc2ccc3ccccc3c12,-0.1,-23,26,-13,0.8,5.0,-5,0.7,3,-0.4,0.7
Cc1ccc(C)c(Oc2cc(NC(=O)CCCn3nc(C)c([N+](=O)[O-])c3C)cc([N+](=O)[O-])c2)c1,0.7,17,12,5,0.9,5.7,-16,0.8,7,0.1,0.9
NS(=O)(=O)c1ccc(CCN2C(=O)/C(=C\c3ccc(Cl)cc3)SC2=S)cc1,-0.1,-1,1,0,1,6.2,1,0.9,-4,0.2,1
CC1=CN2CC(O)CN=C2C=C1 (stereo unspecified),0.0,x,4,-13,1,3.2,2,1,-6,-0.3,1
Cc1ccccc1C(C(=O)NC1CCCC1)N(C(=O)CNC(=O)c1ccco1)c1cccnc1 (stereo unspecified),0.5,3,11,-13,0.9,3.3,1,0.9,-6,-0.5,0.9
CCn1ncc(C2=NOC(C(=O)NCCc3ccccc3)C2)c1C (stereo unspecified),1.9,13,4,4,1.1,0.0,4,1.1,-3,-0.1,1
O=Nc1ccc(NOC(=O)c2ccccc2Br)cc1,0.8,1,2,-2,0.8,2.5,-2,0.9,73*,-0.4,1
c1ccc(-n2ncc3c(N4CCN(c5ccccn5)CC4)nc(N4CCCCC4)nc32)cc1,x,-54,14,x,0.9,x,-4,0.8,x,x,0.9
O=C(O)CCCNC1=NCCC1,-0.5,-5,14,-4,1,0.0,15,0.9,-7,0.1,0.9
NC(=O)CSc1nnc(Cn2cnc3ccccc32)o1,-0.6,-35,-14,-1,1.1,0.6,-4,1.2,3,-0.1,1.1
Cc1ccc(NC(=S)Nc2ccc(OC(F)F)c(Cl)c2)cc1F,-1.7,-12,-2,8,1,3.7,-3,0.9,9,-0.4,1
CC1CCCC(C)N1C(=O)CN1C(=O)C(C)(C)Oc2ccc(C(=O)NC3CCCC3)cc21 (stereo unspecified),0.0,x,17,-8,1,1.1,7,1.1,-7,-0.2,0.8
CC(C)(C)/C=N/NC(=O)CNC(=O)c1ccc2c(c1)OCCO2,-0.3,5,4,5,0.9,2.3,11,1,-5,-0.1,1
O=C(Nc1ccccc1)OCc1cc(-c2ccc(Cl)cc2)on1,-0.4,x,16,9,1,8.2,5,1,0,-0.4,0.8
CNc1ccccc(-c2ccc3ccccc3n2)c1=O,-0.1,-3,39,3,0.8,0.0,9,1.1,11,0.2,0.6
CC1=CC(C)C2C(=O)N(c3ccccc3)NC(=O)C2C1 (stereo unspecified),0.1,-1,8,-11,1,0.0,2,1,45,-0.1,0.9
O=C(Nc1ccc(CN2CCCCC2)cc1)Nc1ccc(Br)cc1Cl,-1.1,-8,-28,-6,0.9,1.7,-1,0.9,31,-0.2,1.3
CN(CC(=O)NCc1ccc2c(c1)OCO2)S(=O)(=O)c1ccc(Br)s1,-0.2,x,15,3,1,-0.1,12,0.9,-3,-0.3,0.9
O=C(c1ccc(N2CCOCC2)nc1)N1CCCCC1,1.4,-18,15,-7,1.1,-0.1,-1,1,-7,-0.5,0.9
COCCNC(=S)N/N=C(\C)c1cccc(OC)c1,0.0,-11,6,-8,1,2.3,0,1,2,-0.2,0.9
Cc1ccc(-c2ccc(C(=O)Nc3ccccc3)o2)c2ccccc12,0.9,-11,20,5,0.8,5.2,28,1,18,0.3,0.8
COc1ccc2c(c1)CCc1cn3nc(C)cc3nc1-2,-0.9,-4,28,-3,0.5,-0.8,10,0.7,4,0.0,0.7
O=C(C1CCCN(S(=O)(=O)c2cccc3nonc23)C1)N1CCN(c2ccccc2)CC1 (stereo unspecified),0.3,x,27,-7,0.9,-0.7,0,0.9,2,-0.3,0.7
Oc1oc(-c2ccccc2)nc1C=NCc1ccncc1,-1.5,x,20,-12,0.9,0.6,4,1,2,-0.2,0.8
Cc1ccc(N2CCN(CCCCN3C(=O)C4CCCN4C3=O)CC2)cc1 (stereo unspecified),-0.2,1,5,-5,1.2,3.8,2,1.2,-9,-0.2,0.9
COCc1cc(=O)[nH]c(=S)[nH]1,0.3,8,23,3,1,0.7,0,1,-5,-0.2,0.8
Cc1noc(NS(=O)(=O)c2ccc(NC(=O)CCCOc3ccc(Cl)cc3Cl)cc2)c1C,0.5,x,6,-6,1.1,7.9,0,1.2,-12,0.1,0.9
O=C(NCc1ccc(N2CCCC2=O)cc1)Nc1ccccc1,0.2,5,23,-1,0.9,3.4,-2,0.8,44,-0.4,0.8
O=c1[nH][nH]c2cc(=O)n(-c3ccc(Cl)cc3)nc12,-0.3,-18,33,5,1,0.8,8,1.3,-3,-0.1,0.7
Cc1noc(C)c1CN1C(=O)NC2(CCc3ccccc3C2)C1=O (stereo unspecified),1.7,-37,x,2,x,2.9,x,x,2,-0.3,x
O=C(CN1CCc2ccccc2C1)Nc1ccc(F)cc1F,-0.2,-12,12,6,1,-0.1,10,0.9,2,0.3,0.9
COc1ccc(CCNCC(O)COc2cccc(Br)c2)cc1 (stereo unspecified),0.0,-4,-6,-18,1,2.1,0,1,52*,-0.1,1.1
CCn1c(-c2ccccc2)ccc(C#N)c1=O,1.5,x,24,-1,0.8,-0.1,5,0.8,-3,-0.6,0.8
Cc1ccc2[nH]c(=O)c(CN(Cc3ccccc3Cl)C(=O)N3CCOCC3)cc2c1,0.8,-22,9,10,0.9,0.0,3,0.9,3,-0.2,0.9
C=CCn1cc(C(=O)OC)c(=O)c2cc(S(=O)(=O)N(CC)CC)ccc21,0.1,x,-2,-4,1.1,2.1,10,1,-3,-0.1,1
CCOC(=O)C(=Cc1ccc(F)cc1)C(=O)OCC,2.9,x,2,9,1.1,0.5,4,1.1,7,0.1,1
CCCCCC(=O)Nc1ccc(N2CCN(C(=O)CCC)CC2)cc1,0.3,5,11,8,0.9,2.6,-12,0.9,1,-0.7,0.9
Cc1nc(-c2ccccn2)sc1C(=O)Nc1ccc(F)cc1F,-11,x,10,-12,0.9,1.9,7,1,-5,-0.3,0.9
CCOC(=O)c1[nH]c(COC(=O)c2ccccc2NC(=O)c2ccco2)c(C(=O)OCC)c1C,0.5,x,17,3,0.9,3.9,-1,0.9,8,-0.5,0.8
Clc1ccc(Cc2nnc(-c3cccs3)o2)cc1,0.9,8,4,-4,1.1,0.1,11,1.1,-10,-0.1,1

# Fetched by structure from the entries so far, 3 records:
SMILES,DTT redox prof,S1P3 antagonist,Diaph inh CS,TLR4-MyD88 BLA,PMI act hi M6P,RAM network inh,G6PDH CS,PMI activator,Lmaj promast,Hsp70 act,Diaph act CS
C=CCn1cc(C(=O)OC)c(=O)c2cc(S(=O)(=O)N(CC)CC)ccc21,0.1,x,-2,-4,1.1,2.1,10,1,-3,-0.1,1
Cc1noc(C)c1CN1C(=O)NC2(CCc3ccccc3C2)C1=O (stereo unspecified),1.7,-37,x,2,x,2.9,x,x,2,-0.3,x
Oc1oc(-c2ccccc2)nc1C=NCc1ccncc1,-1.5,x,20,-12,0.9,0.6,4,1,2,-0.2,0.8

# Complete entries from above. Screens in order: DTT redox prof	S1P3 antagonist	Diaph inh CS	TLR4-MyD88 BLA	PMI act hi M6P	RAM network inh	G6PDH CS	PMI activator	Lmaj promast	Hsp70 act	Diaph act CS
# Shown for Cc1noc(C)c1CN1C(=O)NC2(CCc3ccccc3C2)C1=O (stereo unspecified) → 1.7	-37	x	2	x	2.9	x	x	2	-0.3	x
# Shown for Clc1ccc(Cc2nnc(-c3cccs3)o2)cc1 → 0.9	8	4	-4	1.1	0.1	11	1.1	-10	-0.1	1
# Shown for CCOC(=O)C(=Cc1ccc(F)cc1)C(=O)OCC → 2.9	x	2	9	1.1	0.5	4	1.1	7	0.1	1

# Following part.
SMILES,DTT redox prof,S1P3 antagonist,Diaph inh CS,TLR4-MyD88 BLA,PMI act hi M6P,RAM network inh,G6PDH CS,PMI activator,Lmaj promast,Hsp70 act,Diaph act CS
CCOC(=O)Cn1nnnc1CN(Cc1ccccc1)Cc1cc2cc(CC)ccc2[nH]c1=O,-0.5,-11,25,-3,0.9,2.0,3,1,35,-0.4,0.7
CC(=O)Nc1ccc(S(=O)(=O)NCC(=O)OC(C)c2ccccc2Cl)cc1 (stereo unspecified),0.0,3,8,5,1,0.6,0,1,7,0.3,0.9
COc1ccc(C(=O)Nc2nc3nc(-c4ccccc4)cc(=O)n3[nH]2)cc1,2.0,-8,29,-7,0.9,7.1,-32,0.9,-8,-0.4,0.7
O=C(NCC1COc2ccccc2O1)c1ccco1 (stereo unspecified),-0.8,2,7,-12,1,1.6,-2,1,-4,0.3,0.9
O=C(COC(=O)c1ccc([N+](=O)[O-])s1)NCc1ccccc1,113*,-9,14,-3,1,3.0,-5,1,12,-0.3,0.9
CCc1nnc(NC(=O)CSc2nnc(-c3cccnc3)n2CC)s1,0.0,x,-6,3,1.1,2.4,2,1.1,-5,-0.2,1.1
COC(=O)c1ccccc1NC(=O)CNc1cc(Cl)ccc1N1CCOCC1,0.2,3,3,-4,0.9,7.2,8,1.1,80*,0.6,1
CC(C)OCCCNC(=O)CNC(=O)c1cccs1,-0.3,-39,25,-3,1,2.6,6,1,8,-0.2,0.7
CCc1ccc(/C=C2\SC(=S)N(CCCC(=O)Nc3nccs3)C2=O)cc1,1.9,-14,-7,6,1.1,4.4,-18,1,1,-0.3,1.1
O=S(=O)(Nc1nc2ccc(S(=O)(=O)N3CCCC3)cc2s1)c1ccc(F)cc1,0.1,x,20,5,1.2,4.4,1,1,-8,-0.3,0.8
CCOC(=O)C1CCCN(C(=O)c2ccc(Cl)c(S(=O)(=O)N3CCCCC3)c2)C1 (stereo unspecified),-0.4,-12,0,-2,1,2.7,8,1.1,-4,-0.2,1
COC(=O)/C(=C/c1cccnc1)NC(=O)c1ccccc1,0.0,-7,14,2,0.9,-0.4,-12,1,-4,-0.3,0.9
CC(=O)SCCC(=O)Nc1ccccc1,1.1,0,2,-16,1,0.8,2,1,-8,0.1,1
